# Screens from PubChem BioAssay.
# CCT chaperon mod = cytosolic chaperonin activity modulation | purified chaperonin ATPase assay, HTRF ADP detection, 30 min | activity change, % (test concentration not listed), hits read low | hit rate 0.3% among 360,000 | AID 651819; in the data active = activity change below about -30%; also: % is scaled to controls: 0 for no effect and ±100 for the full control effect
#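 We incubate TRiC, 40 or 20 nM final, with library compounds at 76 uM and 10 uM ATP for 30 min at 37 °C. ADP formed is detected with Transcreener HTRF reagents after 30 min at room temperature.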
# PLK1 PBD block = blocks phosphopeptide binding to human PLK1 polo-box domain. Plk1 PBD binding of FITC phosphopeptide, fluorescence polarization. Potency, µM, for the others: max response, negative = inhibition, hits mostly inhibitors. hit rate 2.8% among 360,000. AID 720504; also: potency is read from the fitted curve at half-maximal effect; series mostly up to about 57 µM; % is scaled to controls: 0 for no effect and ±100 for the full control effect; nearly all actives have a fitted effect of over 65% in size
# EPAC1 agonist = activates human EPAC1 exchange factor | EPAC1 agonist qHTS, biochemical assay; response scale: 100% = response to 6.5 mM cAMP | Potency, µM (doses to about 154 µM), inactives show at the highest dose activation, usual class: activators | hit rate 0.073% among 360,000 | AID 720707; also: potency is read from the fitted curve at half-maximal effect; nearly all actives have a fitted effect of over 60% in size
#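 Normalized to 6.5 mM cAMP, activity reflects EPAC1-catalysed release of BODIPY-GDP from Rap1B, followed kinetically over 30 min at 480 nm excitation, 540 nm emission. Reaction contained 100 nM EPAC1, 250 nM Rap1B-BODIPY-GDP, 50 uM GDP.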
# EPAC2 agonist = EPAC2 (human) agonism | EPAC2 activation, biochemical qHTS; response scale: 100% = 6.5 mM cAMP response | Potency, µM (top dose mostly 154 µM), for inactives: top-dose activation, hits mostly activators | hit rate 0.079% among 360,000; also: potency is read from the fitted curve at half-maximal effect; nearly all actives have a fitted effect of over 50% in size
#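 EPAC2 (100 nM) mixed with Rap1B loaded with BODIPY-GDP (250 nM) plus 50 uM unlabeled GDP; compounds pinned in, 5 min RT, then read every 5 min for 30 min (ex 480, em 540 nm). Normalized to cAMP control.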
# PI5P4Ka inh = blocks human PI5P4K alpha kinase activity; P48426; PI5P4Kalpha enzyme, ADP-Glo luminescence, 60 min; hits give low values; max response, %; hit rate 1.2% among 330,000; active = max response of -50% or lower; inconclusive = between -30% and -50%; inactive = -30% or higher; also: value at the top dose of about 77 µM; % is scaled to controls: 0 for no effect and ±100 for the full control effect
#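 Compounds were pin-transferred onto PI5P4Kalpha and substrate in HEPES pH 7.4 buffer with EGTA, CHAPS and 5% DMSO. ATP (5 microM final) started the reaction, which ran 60 minutes at room temperature before ADP-Glo detection.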
# WRN inhibitor = blocks human WRN helicase | WRN helicase unwinding, fluorescent forked duplex, kinetic | Potency, µM (titrated, usually from 114 µM), without a hit: at the highest dose activity change, negative = inhibition, actives largely listed as inhibitors | hit rate 0.46% among 360,000 | AID 651768; also: potency is read from the fitted curve at half-maximal effect; % is scaled to controls: 0 for no effect and ±100 for the full control effect; nearly all actives have a fitted effect of over 55% in size
# Target sequence (Q14191 whole entry, looked up): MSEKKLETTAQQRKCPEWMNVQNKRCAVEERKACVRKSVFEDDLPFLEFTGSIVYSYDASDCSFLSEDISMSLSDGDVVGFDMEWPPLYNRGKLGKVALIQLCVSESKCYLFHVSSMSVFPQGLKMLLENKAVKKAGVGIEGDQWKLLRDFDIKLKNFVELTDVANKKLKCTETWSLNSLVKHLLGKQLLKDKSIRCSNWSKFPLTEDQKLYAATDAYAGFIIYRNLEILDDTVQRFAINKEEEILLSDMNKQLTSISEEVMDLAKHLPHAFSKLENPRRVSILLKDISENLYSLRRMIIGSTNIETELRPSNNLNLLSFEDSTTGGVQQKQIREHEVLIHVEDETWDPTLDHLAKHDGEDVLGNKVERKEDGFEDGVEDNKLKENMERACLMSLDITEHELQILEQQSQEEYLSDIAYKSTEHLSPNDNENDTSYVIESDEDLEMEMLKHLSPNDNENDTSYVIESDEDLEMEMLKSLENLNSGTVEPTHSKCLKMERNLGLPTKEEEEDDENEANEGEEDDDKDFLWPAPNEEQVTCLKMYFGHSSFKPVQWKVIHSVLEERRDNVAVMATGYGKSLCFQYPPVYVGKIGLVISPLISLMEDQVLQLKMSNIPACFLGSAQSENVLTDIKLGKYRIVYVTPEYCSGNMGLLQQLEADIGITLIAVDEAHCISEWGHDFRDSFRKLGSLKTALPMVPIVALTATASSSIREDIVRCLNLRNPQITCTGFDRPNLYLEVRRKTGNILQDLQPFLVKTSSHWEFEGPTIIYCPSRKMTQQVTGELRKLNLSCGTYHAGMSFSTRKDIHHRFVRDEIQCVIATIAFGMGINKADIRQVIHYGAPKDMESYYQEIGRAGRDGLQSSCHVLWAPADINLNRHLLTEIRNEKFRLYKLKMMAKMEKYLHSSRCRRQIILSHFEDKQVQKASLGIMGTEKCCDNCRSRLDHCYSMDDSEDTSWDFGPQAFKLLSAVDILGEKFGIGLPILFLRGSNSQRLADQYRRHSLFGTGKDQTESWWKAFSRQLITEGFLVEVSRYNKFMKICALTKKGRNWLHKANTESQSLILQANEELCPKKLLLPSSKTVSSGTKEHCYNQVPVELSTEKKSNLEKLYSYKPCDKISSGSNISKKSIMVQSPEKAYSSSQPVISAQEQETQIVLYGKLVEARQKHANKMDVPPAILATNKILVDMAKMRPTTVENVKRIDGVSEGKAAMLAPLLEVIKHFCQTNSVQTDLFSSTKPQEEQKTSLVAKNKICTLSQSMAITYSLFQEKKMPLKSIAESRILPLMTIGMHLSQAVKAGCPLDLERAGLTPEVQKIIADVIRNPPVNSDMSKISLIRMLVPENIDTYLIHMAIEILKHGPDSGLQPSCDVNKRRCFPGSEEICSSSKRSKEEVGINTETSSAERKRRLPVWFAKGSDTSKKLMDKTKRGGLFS
#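 Kinetic red-fluorescence monitoring (525/598 nm) tracks WRN helicase activity after 100 nM fluorophore-quencher forked duplex and 2 mM ATP are added to 20 nM enzyme pretreated 15 min at room temperature with compound.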
# IL-2 act = activates IL-2 in a cell-based reporter assay | IL-2 activation reporter assay, cell-based qHTS; stimulated with anti-CD3/CD4/CD28 beads; in transgenic mouse T cells | activation, % (series mostly up to about 46 µM) | hit rate 0.065% among 360,000 | AID 652025; in the data active = activation above about 50%; inconclusive = mostly about 30% to 49%; also: 0% is about no effect
#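 Unstimulated transgenic mouse T cells preincubated 60 min with compound, then stimulated with anti-CD3/anti-CD4-coated beads plus anti-CD28 for 18 h at 37 degrees C. IL-2 response read as EGFP and DsRed fluorescence by plate cytometry.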
# EPAC1 antagonist = blocks human EPAC1 exchange factor. EPAC1 GEF assay, Rap1b-BODIPY-GDP exchange fluorescence. Potency, µM (series often up to 115 µM), for the others: top-dose activity change, negative = inhibition, actives largely listed as inhibitors. hit rate 0.14% among 360,000. AID 720709;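 also: potency is read from the fitted curve at half-maximal effect; plate controls were vehicle for no effect and positive control for full effect; nearly all actives have a fitted effect of over 50% in size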
# Active calls of the source: *; ? = inconclusive; / = no result given; [ ] = dose if it differs, or a comment. Unless noted, calls follow the shape of the dose curve; as a rule, active = well fitted curve in the direction sought with a large enough effect; inconclusive = small, poorly fitted or top-dose-only effect, or another doubt; inactive = no such curve, though single readings can be large; an effect the other way counts as inactive or inconclusive. This is a subset; count on the stated rates, not on these rows.
SMILES,CCT chaperon mod,PLK1 PBD block,EPAC1 agonist,EPAC2 agonist,PI5P4Ka inh,WRN inhibitor,IL-2 act,EPAC1 antagonist
COC(=O)c1ccc(Oc2cc(C)nc(SC)n2)cc1,-4.3,12µM*,7%,11%,0,0%,-3.2,-9%
N#Cc1ccccc1NC(=O)COC(=O)/C=C/c1ccc(S(=O)(=O)N2CCOCC2)cc1,0.1,-1%,14%,-1%,6,-7%,0.0,12%
O=C(OCC(=O)N1CCN(c2ccccc2)CC1)c1ccc(Cl)nc1,-0.5,-8%,-4%,2%,-6,2%,0.1,0%
CCCCC(=O)N(c1ccc(C(=O)O)cc1)c1nc(-c2ccc(Cl)cc2)c(CC)s1,2.1,27µM*,-14%,5%,-4,0%,3.4,1%
COc1cc2c(cc1OC)C(c1ccc3c(c1)OCO3)CC(=O)N2 (stereo not drawn),1.1,-10%,3%,9%,/,-3%,-0.1,-4%
CCOP(=O)(c1ccc(N(C)C)cc1)C(O)c1ccc(Cl)cc1 (stereo not drawn),0.2,1%,3%,-8%,/,-8%,0.8,-4%
CCOc1ccc2ccc(OCC)c(/C=N/n3cnnc3)c2c1,-1.6,-5%,-7%,5%,2,-2%,0.0,-34%
O=C1CN(C(=O)c2cnccn2)c2ccccc2N1,1.3,-2%,3%,9%,0,-2%,-1.3,-8%
O=C(OCC(=O)N1CCN(c2ccccc2)CC1)c1ccco1,-2.7,-7%,2%,3%,4,-17%,0.8,-2%
C=CCc1ccc(OCCCCN2CC(C)OC(C)C2)c(OC)c1 (stereo not drawn),-0.8,-6%,8%,5%,-1,-3%,-1.4,-16%
O=C(Nc1ccc(F)cc1)C(c1cc2ccccc2o1)N1CCN(CC(=O)N2CCCC2)CC1 (stereo not drawn),/,3%,-10%,7%,-7,6%,-0.1,9%
CC1CCc2c(C(=O)Nc3cccc(-c4nn[nH]n4)c3)csc2C1 (stereo not drawn),-0.6,?,-1%,4%,-11,-4%,-5.5,15%
CCN1CCN(C(=O)C2=C(C(=O)O)CCCC2)CC1,-2.8,-10%,1%,4%,/,-4%,0.0,-2%
CN(NC(=O)c1ccc(Cl)cc1Cl)C1=NS(=O)(=O)c2ccccc21,1.0,-3%,0%,8%,-1,-7%,-0.9,-7%
CN(C)S(=O)(=O)NCC1CCCN(Cc2cc3ccccc3s2)C1 (stereo not drawn),0.1,-2%,-12%,13%,0,0%,-3.1,-7%
Cc1ccc2c(c1)C(C)(C)[C@]1(C)NC(=O)CCN21,-0.1,-5%,-1%,7%,-4,-18%,1.0,-1%
CN(C)S(=O)(=O)c1ccc(Cl)c(NC(=O)COC(=O)/C=C/c2ccc(S(=O)(=O)N3CCOCC3)cc2)c1,1.1,5%,-7%,-8%,7,-9%,-0.3,-12%
CSC1(SC2=NCCN2)SC2(NCCN2)S1,1.2,-4%,-1%,4%,-11,-8%,-0.7,-3%
O=C(O)CN1C(=O)NC2(CCc3ccccc32)C1=O (stereo not drawn),-1.7,-1%,4%,-1%,2,-13%,1.2,-5%
CCN(CC)S(=O)(=O)c1ccc(OC)c(NS(=O)(=O)Cc2ccccc2)c1,-2.5,-10%,4%,17%,-4,4%,0.1,-17%
CC(C)(C)c1ccc(C(=O)N2CCC2(C)C(=O)NCc2cccs2)cc1 (stereo not drawn),-2.7,-2%,-6%,4%,0,-6%,-0.6,-4%
COc1ccccc1/C=C/C=N/n1c(-c2cc(-c3ccccc3)n[nH]2)n[nH]c1=S,-3.1,-19%,0%,6%,-52*,?,-0.2,-2%
COc1ccc2c(c1)c(C(=O)N/N=C/c1cccc(O)c1)c(C)n2C,-1.3,6%,0%,3%,-1,-18%[57.1 µM],0.2,24%
CN1CCN(c2ccccc2NC(=O)c2ccc(N3CCCC3)c([N+](=O)[O-])c2)CC1,-6.1,-7%,10%,8%,1,-6%,-0.7,-6%
CSc1nncn1/N=C/c1cc(Cl)ccc1F,-0.7,?,-1%,4%,4,4%,2.9,2%

# Other records follow:
SMILES,CCT chaperon mod,PLK1 PBD block,EPAC1 agonist,EPAC2 agonist,PI5P4Ka inh,WRN inhibitor,IL-2 act,EPAC1 antagonist
Cc1cccc(C(=O)NNC(=O)C2CCCO2)c1 (stereo not drawn),-0.9,-3%,6%,8%,0,7%,-3.4,3%
CCNC(=S)NC1CC2CCCC(C1)N2Cc1ccc(C)cc1 (stereo not drawn),0.3,6%,-19%,-2%,-1,6%,-0.5,1%
Cc1ccc(OCc2cc(C(=O)NCc3cnn(-c4cccc(F)c4)c3)no2)cn1,0.9,4%,15%,1%,-4,3%,-0.2,-18%
Cc1ccc2c(Cl)c(C(=O)NCCc3ccccc3)sc2c1,-2.1,-1%,8%,13%,1,-22%[57.1 µM],-2.5,-2%
CCOC(=O)C1CCCN(C(=O)c2cccc(S(=O)(=O)NCc3ccccc3)c2)C1 (stereo not drawn),-1.2,1%,-1%,4%,3,0%,0.0,-6%
CN(C)c1ccc(/C=N/NC2=NS(=O)(=O)c3ccccc32)cc1,0.2,-1%,4%,10%,-14,2%,-0.7,3%
CCCC(C)NC(=S)NC(=O)c1cc(S(=O)(=O)N2CCOCC2)ccc1C (stereo not drawn),1.5,-16%,4%,3%,-3,-4%,-2.7,-5%
COc1ccc(CC(=O)Nc2ccc(F)c(Cl)c2)cc1S(=O)(=O)N1CCOCC1,-2.3,-5%,4%,8%,4,-5%,0.2,-18%
CN(Cc1ccccc1)c1nc(N)c([N+](=O)[O-])c(NCc2ccccc2)n1,0.8,-6%,5%,7%,3,4%,-0.4,5%
CCCCSCc1nc2nc(Cl)c(Cl)nc2[nH]1,1.7,5%,3%,10%,-6,19%,-2.1,5%
COc1ccc(C(O)(CCc2ccccc2)CCN2CCCCC2)cc1 (stereo not drawn),6.9,-8%,2%,8%,-2,-3%,0.7,-8%
Cc1ccc(S(=O)(=O)N2CCN(C(=O)CN3CCOCC3)C2c2ccccc2)cc1 (stereo not drawn),-2.6,-12%,-10%,0%[15.6 µM],3,-2%,-0.5,-15%
COc1ccccc1C(=O)n1nc(-c2ccco2)nc1SC,-2.2,11µM*,12%,-4%,-4,-2%,-1.8,-3%
CC(=O)Nc1ccc(C(=O)NCC(=O)OCc2ccccc2F)cc1,0.7,-1%,-4%,12%,2,9%,-4.2,-22%
O=C(COC(=O)c1ccc([N+](=O)[O-])o1)Nc1ccc(Br)cc1F,-1.2,-21%,-11%,6%,0,11%,1.1,-10%
Oc1[nH]c2ccccc2c1/C=N/N1CCCCC1,-2.4,-5%,12%,2%,-4,-26%,-3.3,-19%
COc1ccc(OC)c(NC(=O)CC(Cc2ccccc2OC)C(=O)O)c1 (stereo not drawn),-1.6,-6%,11%,-3%,/,-6%,-0.7,-7%
CCc1ccc(NC(=O)Cn2cnc([N+](=O)[O-])c2)cc1,0.4,-15%,3%,5%,7,-5%,-1.5,-5%
COc1ccc(OC)c(NC(=S)NCc2cccnc2)c1,-3.2,-19%,-2%,-9%,-8,14%,-0.2,6%
COc1cccc(/C=N/NC(=O)C(C)n2nnc3ccccc32)c1 (stereo not drawn),-1.8,19µM*,-3%,2%,-22,-27%,-2.5,-5%
Cc1nc(-c2cccc(Cl)c2)n[nH]1,1.9,-1%,10%,3%,1,2%,0.8,-1%
Clc1cccc(Cl)c1CSc1nnc(CN2CCOCC2)n1-c1ccccc1,-1.8,-10%,2%,5%,-6,-2%,0.3,12%
O=C(c1cccs1)c1coc2ccc(O)cc12,-1.1,-1%,5%,8%,/,2%,0.5,5%

# Among those listed so far, 15 have four or more nitrogen atoms:
SMILES,CCT chaperon mod,PLK1 PBD block,EPAC1 agonist,EPAC2 agonist,PI5P4Ka inh,WRN inhibitor,IL-2 act,EPAC1 antagonist
CCOc1ccc2ccc(OCC)c(/C=N/n3cnnc3)c2c1,-1.6,-5%,-7%,5%,2,-2%,0.0,-34%
O=C1CN(C(=O)c2cnccn2)c2ccccc2N1,1.3,-2%,3%,9%,0,-2%,-1.3,-8%
O=C(Nc1ccc(F)cc1)C(c1cc2ccccc2o1)N1CCN(CC(=O)N2CCCC2)CC1 (stereo not drawn),/,3%,-10%,7%,-7,6%,-0.1,9%
CC1CCc2c(C(=O)Nc3cccc(-c4nn[nH]n4)c3)csc2C1 (stereo not drawn),-0.6,?,-1%,4%,-11,-4%,-5.5,15%
CSC1(SC2=NCCN2)SC2(NCCN2)S1,1.2,-4%,-1%,4%,-11,-8%,-0.7,-3%
COc1ccccc1/C=C/C=N/n1c(-c2cc(-c3ccccc3)n[nH]2)n[nH]c1=S,-3.1,-19%,0%,6%,-52*,?,-0.2,-2%
CN1CCN(c2ccccc2NC(=O)c2ccc(N3CCCC3)c([N+](=O)[O-])c2)CC1,-6.1,-7%,10%,8%,1,-6%,-0.7,-6%
CSc1nncn1/N=C/c1cc(Cl)ccc1F,-0.7,?,-1%,4%,4,4%,2.9,2%
Cc1ccc(OCc2cc(C(=O)NCc3cnn(-c4cccc(F)c4)c3)no2)cn1,0.9,4%,15%,1%,-4,3%,-0.2,-18%
CN(C)c1ccc(/C=N/NC2=NS(=O)(=O)c3ccccc32)cc1,0.2,-1%,4%,10%,-14,2%,-0.7,3%
CN(Cc1ccccc1)c1nc(N)c([N+](=O)[O-])c(NCc2ccccc2)n1,0.8,-6%,5%,7%,3,4%,-0.4,5%
CCCCSCc1nc2nc(Cl)c(Cl)nc2[nH]1,1.7,5%,3%,10%,-6,19%,-2.1,5%
CCc1ccc(NC(=O)Cn2cnc([N+](=O)[O-])c2)cc1,0.4,-15%,3%,5%,7,-5%,-1.5,-5%
COc1cccc(/C=N/NC(=O)C(C)n2nnc3ccccc32)c1 (stereo not drawn),-1.8,19µM*,-3%,2%,-22,-27%,-2.5,-5%
Clc1cccc(Cl)c1CSc1nnc(CN2CCOCC2)n1-c1ccccc1,-1.8,-10%,2%,5%,-6,-2%,0.3,12%
